EWS-Fli inh = blocks EWS/Fli oncoprotein-driven transcription; A673 NR0B1-luciferase reporter, viability-normalised; inhibition, % at 12.6 µM; 350,000 tested, 0.67% active; AID 651661;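 active means mean inhibition of at least 50% after viability correction, with every replicate also passing that limit; inconclusive means mean reaches 50% but only one of two replicates passes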;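 further: firefly luciferase signal divided by Alamar Blue viability fluorescence both relative to DMSO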
DENV2 CPE = inhibitors of DENV2 cytopathic effect | CPE inhibition, % at 9.99 µM | 350,000 tested, 1.7% active | AID 651640 | DENV2-infected cells, cytopathic effect rescue, plate reader; in the data active means CPE inhibition above about 20%, passing the limit was not always enough; inconclusive means no clear call, values can overlap the other calls; tested in BHK-21 cells;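 further: 0% = median of neutral control wells and 100% = median of positive control wells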
ARNT-TACC3 inh = disrupts binding between human ARNT and TACC3. AlphaScreen His-ARNT PAS-B/GST-TACC3 binding, luminescence; TACC3 fragment carries E629A point mutation. 390,000 tested, 0.66% active. AID 623870. inhibition, % at 9.99 µM;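 active means mean inhibition of replicates at least 50% and at least half of replicates each reaching 50%; inconclusive means half or more replicates reach 50% but mean below 50%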;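 further: 0% = complete ARNT plus TACC3 wells and 100% = ARNT alone without TACC3; many hits fall short of the cut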
PAX8 reporter = PAX8 transcriptional activity inhibition; RMG-I TPO-luciferase reporter, SteadyGlo, 24 h; inhibition, % at 12.6 µM; 360,000 tested, 1.2% active; AID 652154;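 active means mean replicate inhibition at least 60% with every replicate also reaching 60%; inconclusive means only one of the two criteria is met; inactive means mean below 60% and not all replicates reaching 60%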;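 further: luciferase light reporting Pax8 driven TPO promoter activity; plate controls were median of neutral control wells for no effect and mitoxantrone controls for full effect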
LGR2 antag = blocks bursicon-induced cAMP signaling via Drosophila LGR2 | HEK293 LGR2, CRE-luciferase, bursicon-stimulated, 4 h | inhibition, % at 9.99 µM | 380,000 tested, 0.35% active;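 active means drop in luminescence signal, shown as inhibition above about 50% in the replicate tests, limit read from the data, passing the limit was not always enough; inconclusive means probably only some replicates passing the limit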;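 further: agonist challenge used bursicon conditioned medium at about half maximal strength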
CASP6 VEID inh = caspase-6 (human) enzyme inhibition | purified caspase-6, Z-VEID-R110 cleavage fluorescence | inhibition, % at 12.5 µM | 350,000 tested, 0.53% active;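 active means mean inhibition across replicates at least about 35%, with every replicate also reaching that limit, limit read from the data; inconclusive means only one of the two criteria met; inactive means neither criterion met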;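 further: 0% = median of neutral control wells and 100% = no fluorescence left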
Target sequence (P55212 24-179 limits assumed): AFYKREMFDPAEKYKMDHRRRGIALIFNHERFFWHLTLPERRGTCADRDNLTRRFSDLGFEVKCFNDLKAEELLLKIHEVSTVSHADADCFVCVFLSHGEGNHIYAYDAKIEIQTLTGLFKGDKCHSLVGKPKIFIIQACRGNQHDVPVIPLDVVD
Target sequence (P55212 194-293 limits assumed): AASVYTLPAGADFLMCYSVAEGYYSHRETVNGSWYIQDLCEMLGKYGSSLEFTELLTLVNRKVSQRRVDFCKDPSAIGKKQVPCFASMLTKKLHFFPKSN
SIRT5 inh = inhibitors of human sirtuin-5 desuccinylase. 330,000 tested, 1.1% active. Purified SirT5, succinyl-peptide AMC, trypsin-coupled fluorescence. Q9NXA8. inhibition, % at 15 µM; in the data active means inhibition above about 15%; inconclusive means no clear call, values can overlap the other calls
Target sequence (Q9NXA8 whole entry, looked up): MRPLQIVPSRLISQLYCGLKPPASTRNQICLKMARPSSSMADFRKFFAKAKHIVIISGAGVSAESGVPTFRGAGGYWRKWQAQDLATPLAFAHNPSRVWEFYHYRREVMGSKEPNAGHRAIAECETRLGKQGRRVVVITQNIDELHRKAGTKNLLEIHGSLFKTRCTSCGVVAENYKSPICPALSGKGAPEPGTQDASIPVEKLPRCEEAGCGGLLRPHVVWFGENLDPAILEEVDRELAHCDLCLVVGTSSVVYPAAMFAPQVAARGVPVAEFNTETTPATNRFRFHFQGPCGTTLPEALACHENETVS
Numbers without * were called inactive; ? = inconclusive; . = no result given; & = joins results of further samples. The order is random, and some 4.9% of all compounds hit somewhere here.

SMILES,EWS-Fli inh,DENV2 CPE,ARNT-TACC3 inh,PAX8 reporter,LGR2 antag,CASP6 VEID inh,SIRT5 inh
C[C@@H]1CCCCO[C@H](CN(C)C(=O)Nc2ccc3c(c2)OCO3)[C@@H](C)CN([C@H](C)CO)C(=O)c2cc(NC(=O)Nc3ccccc3)ccc2O1,-67,5,3,-15,16,1,0
C[C@H](CO)N1C[C@H](C)[C@@H](CN(C)C(=O)CCC(F)(F)F)OCCCC[C@H](C)Oc2ccc(NC(=O)Cc3ccccc3)cc2C1=O,-2,?,-6,-7,5,0,2
COc1ccc(-c2c(C#N)c(SCC(=O)c3cc4ccccc4oc3=O)nc(C)c2C(=O)Nc2ccccc2)cc1,.,.,-5,7,15,.,.
CN(C)C(=O)C[C@@H]1C[C@@H]2c3cc(NC(=O)NC4CCCC4)ccc3O[C@@H]2[C@@H](CO)O1,2,6,-5,-5,-7,23,8
Cc1cc(N2C(=O)C3CCC(c4ccccc4)CC3C2=O)no1 (centres undefined),-1,.,5,20,-9,-2,4
CCCC(=O)Nc1ccc2c(c1)OC[C@@H](C)N(C(=O)c1ccncc1)C[C@H](C)[C@H](OC)CN(C)C2=O,-5,-5,-11,-2,0,1,-2
COc1ccc2c3c(n(C)c2c1)[C@@H](CO)N(C(=O)Nc1ccc(F)cc1)CC31CCN(Cc2ccccc2F)CC1,18,-9,.,.,1,11,4
Cc1cccc(NN=C2c3ccccc3-c3ccccc32)c1,.,.,-3,-16,3,.,.
CC(C)NC(=O)Nc1ccc2c(c1)C(=O)N([C@H](C)CO)C[C@H](C)[C@H](CN(C)Cc1ccncc1)OCCCC[C@H](C)O2,.,4,16,1,-10,-3,4
Cc1cccc(C)c1NC(=O)COC(=O)CCc1ccc(S(=O)(=O)N2CCCCC2)cc1,0,-1,-6,4,.,-2,14
O=C(Nc1ccccc1)/C(=C/c1cccc(Br)c1)NC(=O)c1ccco1,10,.,-2,-5,0,-1,-2
COc1cccc(S(=O)(=O)N[C@@H]2CC[C@H](CC(=O)NCc3ccc(F)cc3)O[C@@H]2CO)c1,3,0,-10,4,-3,1,6
COC(=O)C[C@@H]1CC[C@H]2[C@H](COc3ccc(NC(=O)C4CCOCC4)cc3C(=O)N2C)O1,5,.,.,-8,0,.,0
C/C(=N\N1CCN(c2ccccc2)CC1)c1ccco1,.,.,6,-10,7,.,.
Cc1cc(C(=O)Nc2cccc(-c3ccc(N4CCOCC4)nn3)c2)ccc1[N+](=O)[O-],-104,4,-1,-57,-83,2,-2
O=C1C2C(C(=O)N1/N=C/c1cc([N+](=O)[O-])ccc1O)C1C=CC2C12CC2 (centres undefined),12,6,-3,.,-7,5,2
CCN(CC)CCNC(=O)c1ccc(NC(=O)COc2ccc3c(c2)CCC3)cc1,5,3,8,-7,-4,-123,-8
COc1ccc(NC(=O)c2cn3c(nc4ccccc43)c(C#N)c2C)cc1,-1,6,-7,-12,-11,1,-4
CCOC(=O)c1ccc(-c2ccc(/C=C(\C#N)C(=O)NCc3cccs3)o2)cc1,.,.,-10,-9,-37,.,.
Cc1noc(C)c1NC(=O)N(C)C[C@@H]1Oc2ccc(NC(=O)CCC(F)(F)F)cc2CC(=O)N([C@H](C)CO)C[C@@H]1C,-2,11,-3,-29,-3,0,-1
Cc1ccc(Cl)cc1NC(=O)COC(=O)CC(C)(C)C,-1,.,0,3,6,-4,-4
CCCC(=O)N1CC2(CN(C(=O)Nc3cccc(F)c3)C2)c2c(n(C)c3cc(OC)ccc23)[C@@H]1CO,-2,?,.,.,-4,0,-1
NC(Cc1ccc(F)cc1)c1csc(Nc2cc(Oc3ccccc3)ncn2)n1 (centres undefined),23,10,.,26,6,2,-1
COc1ccc(CCNS(=O)(=O)c2ccc3c(c2)n(C)c(=O)c(=O)n3C)cc1OC,-12,13,-9,-9,-12,-2,1
C[C@@H]1CN([C@H](C)CO)C(=O)c2cc(C#CC3(O)CCCC3)cnc2O[C@@H]1CN(C)Cc1ccccc1,-3,-4,4,.,14,0,1
Cc1ccc(CONC(=O)c2ccc([N+](=O)[O-])cc2)cc1,-12,-7,.,-31,-11,-3,1
CC1=C(C(=O)Nc2ccc(C)cc2C)C(c2cccc(Cl)c2)n2nc(C(=O)OC(C)C)nc2N1 (centres undefined),6,15,-6,11,1,0,1
C=CCN(c1ccccc1)S(=O)(=O)c1ccc2c(c1)NC(=O)C(C)S2 (centres undefined),.,4,2,21,7,5,5
Cc1cc(=O)oc2cc(OCCSCCN3CCCCC3)ccc12,-1,3,-4,-11,-7,1,-3
O=C(Oc1ccc2c(c1)O/C(=C\c1ccncc1)C2=O)c1cccs1,4,2,-1,6,3,1,5
Cc1ccc2c(c1)[C@H]1[C@H](CO2)[C@H](c2ccccc2)[C@]2(C)C(=O)Nc3cc(F)ccc3C(=O)N12,61*,-5,-5,11,2,-1,-6
CCN(CC)C(=O)N1CCN(C)CC1,-3,-12,-4,2,.,11,-1
COc1cccc(-c2nc(CS(=O)(=O)CC(=O)N3CCc4ccccc43)c(C)o2)c1,10,0,-3,26,.,0,-4
COc1cccc(C(=O)Nc2ccc3c(c2)OC[C@H](C)N(CCc2ccccc2)C[C@@H](C)[C@@H](OC)CN(C)C3=O)c1,4&3,1,-4,13&-1,-12&10,-3&-1,0&1
O=C(CCNC(=O)c1ccc([N+](=O)[O-])cc1)N/N=C/c1ccc(F)cc1,2,4,7,15,0,-1,0
COc1cccc(NC(=O)c2cc(Cl)nnc2Cl)c1,27,-7,.,0,7,12,0
COc1ccc2c(c1)[nH]c1c(Cl)ncnc12,-10,-1,6,-44,4,3,2
COc1cccc(-c2ccc3c(c2)O[C@H](CN(C)Cc2ccncc2)[C@H](C)CN([C@@H](C)CO)S3(=O)=O)c1,2,-8,-2,31,8,2,5
CNC[C@@H]1Oc2ccc(NC(=O)Nc3ccc(F)cc3)cc2C(=O)N([C@H](C)CO)C[C@H]1C,-3,?,-13,-17,1,2,1
O=C(CSc1nnc(NC(=O)C2CC2)s1)Nc1ccc2c(c1)OCCO2,7,-7,4,-104,-8,-6,-4
O=C(O)C1CCN(S(=O)(=O)c2cccs2)CC1,-2,3,1,4,-3,2,0
CCNC(=O)C1(C)CCCN(C(=O)C2(c3ccc(Cl)cc3)CCCC2)C1 (centres undefined),-1,2,.,-19,-5,-1,.
O=C(COC(=O)c1cc[n+]([O-])cc1)Nc1cccc(Cl)c1Cl,-10,6,-9,-4,-37,0,2
O=C(c1cn(-c2ccccc2)nc1-c1ccc(Br)cc1)N1CCOCC1,-8,0,.,-14,11,8,-2
CCN1C(=O)/C(=C/c2c(C)nn(C)c2C)SC1=S,-8,3,-25,.,-15,0,-2
COCC(=O)N1C[C@H]2[C@@H](c3ccccc31)[C@@H](CO)N2Cc1ccc(OC)cc1,6,2,-5,7,-1,0,3
Cc1ccc(S(=O)(=O)Nc2ccc3c(c2)C(=O)N([C@@H](C)CO)C[C@@H](C)[C@@H](CN(C)C(=O)c2ccncc2)OCCCC[C@@H](C)O3)cc1,-2,?,-6,0,-18,.,.
O=C(CN1CCN(S(=O)(=O)c2ccc(Br)s2)CC1)NC1CCCCC1,17,?,-3,4,17,-1,2
CSc1ccc(/C=C(\NC(=O)c2ccccc2)C(=O)NCCN2CCOCC2)cc1,8,4,-6,-9,4,1,-7
CC(C)C#Cc1cnc2c(c1)C(=O)N([C@@H](C)CO)C[C@@H](C)[C@H](CN(C)C(=O)Cc1ccncc1)O2,-1,?,3,.,15,-1,-1
Cc1n[nH]c(=S)n(NC(=O)/C=C/C(=O)Nn2c(=S)[nH]nc(C)c2=O)c1=O,6,-1,66*,9,-2,17,.
Cc1cc(C(=O)CSc2cccc[n+]2[O-])c(C)n1-c1ccc(OC(F)F)cc1,-126,2,-4,-62,-31,1,8
Cc1nc2scc(C)n2c(=O)c1S(=O)(=O)N1CCN(c2ccc([N+](=O)[O-])cc2)CC1,.,-2,-1,-8,11,-3,-10
COc1cc(NC(=S)NCc2ccc(S(N)(=O)=O)cc2)cc(OC)c1,4,-1,-11,3,22,-2,2
O=C(N[C@@H]1CC[C@@H](CCNS(=O)(=O)c2ccccc2)O[C@H]1CO)c1cccc(F)c1,2,-2,-2,-3,-1,2,2
COc1ccc([N+](=O)[O-])cc1Nc1ncnc2ccccc12,1,0,-3,-19,4,-1,0
CC(=O)n1c2c(c3ccccc31)OC(N)=C(C#N)C2c1ccc(C(C)C)cc1 (centres undefined),-19,.,-2,.,18,-1,-1
COc1ccccc1NC(=O)CSc1nc2[nH]ncc2c(=O)[nH]1,9,-3,-5,-8,4,2,2
O=C(C1CCOCC1)N1CC(=O)N2[C@@H](CO)[C@@H](c3ccc(C#CCc4ccccc4)cc3)[C@@H]2C1,-5,5,.,.,0,2,6
COc1ccc(N(CC(=O)N/N=C(\C)c2ccc(C)cc2)S(=O)(=O)c2ccccc2)cc1,0,-2,0,9,10,1,-2

2 of the compounds above, with two lines to a compound:
Each structure is followed by: EWS-Fli inh	DENV2 CPE	ARNT-TACC3 inh	PAX8 reporter	LGR2 antag	CASP6 VEID inh	SIRT5 inh
> Cc1ccc(S(=O)(=O)Nc2ccc3c(c2)C(=O)N([C@@H](C)CO)C[C@@H](C)[C@@H](CN(C)C(=O)c2ccncc2)OCCCC[C@@H](C)O3)cc1
  -2	?	-6	0	-18	.	.
> O=C(CN1CCN(S(=O)(=O)c2ccc(Br)s2)CC1)NC1CCCCC1
  17	?	-3	4	17	-1	2

(listing goes on)
SMILES,EWS-Fli inh,DENV2 CPE,ARNT-TACC3 inh,PAX8 reporter,LGR2 antag,CASP6 VEID inh,SIRT5 inh
COc1cccc(-c2ccc3c(c2)[C@H]2[C@H](CCN2S(=O)(=O)c2ccccc2C)[C@H](CO)N3)c1,-27,39*,3,8,3,3,1
O=C(c1ccccc1F)N1CC[C@H]2[C@H](CO)Nc3ccc(-c4ccc(F)cc4)cc3[C@H]21,12,8,-6,-21,-10,-1,1
O=c1[nH]cnc(O)c1C(c1ccc2c(c1)OCO2)c1c(O)nc[nH]c1=O,1,-2,-5,-6,-2,-4,-4
Cc1cc(NC(=O)CSc2nnnn2-c2ccc(F)cc2)no1,-2,4,-6,8,15,1,.
Cn1c(/C=C/c2cccc([N+](=O)[O-])c2)nc2ccccc2c1=O,10,2,4,-10,22,2,-4
C=CCC[C@@H](Cc1ccc(F)cc1)C(=O)OC[C@@H](Cc1c[nH]c2ccccc12)NC(=O)[C@@H](CC=C)CC(=O)NCCO,11,-2,4,-2,44,-2,1
O=S(=O)(CCNC1CC1)NC1CCCCC1,5,-5,0,-20,2,1,-1
CN1C(=O)c2cc(NC(=O)c3cccc(F)c3)ccc2OC[C@H]2O[C@@H](CC(=O)N3CCc4ccccc4C3)CC[C@H]21,5,31*,11,23,1,-2,-2

Bioassay records: PubChem BioAssay, Broad Institute
